# VIM-2 inhibitor: blocks Pseudomonas aeruginosa VIM-2 metallo-beta-lactamase; purified VIM-2, nitrocefin hydrolysis, epi-absorbance fluorescence; inhibition, % at 5.6 µM; 290,000 compounds, 0.89% hits;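 active = inhibition above the mean of all tested compounds plus 3 SD, cutoff set per screening run, cut at about 7.5% in these data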;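 also: red hydrolysis product quenches plate fluorescence so inhibitors raise well fluorescence; 0% = enzyme with DMSO and 100% = DMSO without enzyme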
# IDE inh: cellular human IDE inhibition. HEK cells, FAbetaB cleavage, fluorescence polarization. inhibition, % at 5.59 µM. AID 434962. P14735. 320,000 compounds, 0.41% hits;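 active = percent inhibition above the average of all tested compounds plus 3 SD, set per screening campaign, cut at about 16% in these data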;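 also: IDE supplied by intact live HEK cells; FP after avidin binding of uncleaved biotin substrate so inhibition keeps polarization high; 0% = DMSO wells and 100% = 60 µM reference IDE inhibitor Ii1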
# IDE act: activators of human insulin-degrading enzyme in cells. activation, % at 5.96 µM. HEK cells, FAbeta-B cleavage, fluorescence polarization; 0% vehicle, 100% cell-free pure enzyme wells. AID 493087. 340,000 compounds, 0.073% hits. P14735;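 active = activation above the mean of all tested compounds plus 3 SD, set per screening campaign, cut at about 17% in these data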
# PHOSPHO1 inh: blocks human PHOSPHO1 phosphatase activity; recombinant PHOSPHO1, absorbance phosphatase assay; 290,000 compounds, 1.1% hits; inhibition, % at 13.3 µM; AID 1565; Q8TCT1; in the data active = inhibition above about 60%
# Target sequence (Q8TCT1 whole entry, looked up): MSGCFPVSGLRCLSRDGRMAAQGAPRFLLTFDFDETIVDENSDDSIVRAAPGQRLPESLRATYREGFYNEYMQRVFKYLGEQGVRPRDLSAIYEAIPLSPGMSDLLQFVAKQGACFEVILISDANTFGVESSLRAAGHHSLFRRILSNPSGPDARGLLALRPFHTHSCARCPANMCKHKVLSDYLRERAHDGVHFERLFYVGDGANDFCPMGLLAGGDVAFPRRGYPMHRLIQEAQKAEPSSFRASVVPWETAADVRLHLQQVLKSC
# NALP1 inh: inhibitors of NALP1 inflammasome in yeast | S. cerevisiae NALP1/ASC/caspase-1 growth, X-gal OD620, 72 h | inhibition, % at 10 µM | 280,000 compounds, 0.61% hits | AID 2071; in the data active = inhibition mostly above about 24%, no sharp cut-off; inactive = mostly below about 32%; also: some compounds called inactive have numbers as strong as hits
# PfM18AAP inh: blocks P. falciparum M18 aspartyl aminopeptidase. AID 1822. 290,000 compounds, 1.2% hits. recombinant PfM18AAP, H-Glu-NHMec fluorogenic cleavage. inhibition, % at 7.35 µM;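 active = inhibition above the campaign mean inhibition over all tested compounds plus 3 SD, cut at about 28% in these data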;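 also: 0% = plate median of test compound wells and 100% = 2 mM ZnCl2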
# IMP-1 inh: blocks Pseudomonas aeruginosa IMP-1 metallo-beta-lactamase. purified IMP-1, nitrocefin hydrolysis, epi-absorbance fluorescence. inhibition, % at 5.6 µM. 290,000 compounds, 0.45% hits. AID 1556;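 active = inhibition above the mean plus 3 SD of all compounds in the same screening run, cut at about 4.5% in these data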;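 also: 0% = IMP-1 with DMSO and 100% = DMSO wells lacking enzyme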
#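 System: purified IMP-1 / Input: IMP-1 dispensed at 0.2 nM / Medium: 50 mM HEPES pH 7.1, 50 µM ZnSO4, 0.05% Brij 35 / Timing: 15 min enzyme–compound preincubation, then 25 min nitrocefin reaction, 25 °C / Technique: plate fluorescence quenching by hydrolysis product, ex 480/em 530 nm / Repeats: singlicate testing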
# pCIP destab: p/CIP protein destabilization | F442A p/CIP-EGFP cells, EGFP fluorescence, 16 h | decrease of EGFP signal, % at 10 µM | 290,000 compounds, 0.01% hits;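 active = EGFP signal decrease of at least 30% at 10 µM or well 3 SD below plate mean, unless failing retest; inactive = the rest, including hits failing retest or dose response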; also: some compounds called inactive have numbers as strong as hits; many of its hits are not listed in these tables
# GPR7 antagonist: antagonists of human GPR7 (neuropeptides B/W receptor 1); GPR7-expressing cells, fluorescence antagonist assay; inhibition, % at 4.4 µM; P48145; 290,000 compounds, 1.1% hits; in the data active = inhibition above about 16%, passing the limit was not always enough;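 also: cells stimulated with the agonist NPW; 0% = agonist with vehicle and 100% = vehicle without agonist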
# Target sequence (P48145 whole entry, looked up): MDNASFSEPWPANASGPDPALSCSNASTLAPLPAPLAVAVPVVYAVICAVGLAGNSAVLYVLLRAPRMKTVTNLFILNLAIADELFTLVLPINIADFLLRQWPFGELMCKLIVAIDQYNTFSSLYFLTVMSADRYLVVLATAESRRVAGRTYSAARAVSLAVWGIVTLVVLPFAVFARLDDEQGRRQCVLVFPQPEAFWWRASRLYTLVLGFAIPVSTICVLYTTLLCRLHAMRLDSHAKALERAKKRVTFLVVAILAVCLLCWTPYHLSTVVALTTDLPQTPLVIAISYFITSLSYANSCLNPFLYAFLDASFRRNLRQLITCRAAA
# Active calls of the source: *; / = not tested or not shown.
SMILES,VIM-2 inhibitor,IDE inh,IDE act,PHOSPHO1 inh,NALP1 inh,PfM18AAP inh,IMP-1 inh,pCIP destab,GPR7 antagonist
O=C(c1ccccc1)N1N=C(c2ccccc2O)CC1c1ccccc1 (centres undefined),-3.6,-1,6,28,1,13,-3.9,-2,-31
Cc1oc(-c2ccc(Cl)cc2)nc1CN1CCCC(C(=O)NCCCN2CCOCC2)C1 (centres undefined),4.2,3,1,21,16,-2,1.6,0,21
CSc1nc(SCCN(C)C)c2c3c(sc2n1)COC(C)(C)C3,8.9*,5,-1,-8,22,1,-1.7,-3,-5
CCOc1cc(/C=N\NC(=O)C2C(=O)NCC2c2ccccc2)ccc1OC (centres undefined),-2.5,4,1,6,17,9,-1.4,-22,1
Cc1nc(Nc2nc3ccccc3o2)nc2c1CCC2,-2.0,-3,9,-6,-6,7,-3.8,-10,-4
CC(=O)c1cccc(NC(=O)NNC(=O)c2ccc(-c3ccccc3)cc2)c1,-2.4,-4,1,34,9,3,-0.3,0,-6
COc1ccc(-c2nnc(SCC(=O)NCc3cccs3)n2C(C)C)cc1,1.0,-1,2,9,12,-5,-2.5,-6,-4
O=C(CCN1C(=O)c2ccccc2C1=O)Nc1ccc(F)cc1,-0.4,1,-6,13,-1,-8,-0.2,-9,16
Cc1ccc(NC(=S)N(C)C)cc1C,-1.0,10,/,16,-6,-3,-1.3,6,-7
CC(=O)c1cn(-c2ccc(Cl)cc2)c(=O)[nH]c1=O,-2.2,1,5,16,2,3,-1.9,10,-2
CN(C)c1ccnc(NCc2ccccc2)c1C#N,-1.4,3,3,23,3,-9,2.1,-11,-10
COc1ccc(CN2CCC(C(=O)c3ccc(Cl)cc3)CC2)cc1,-2.6,2,-4,3,22,1,1.1,-6,-12
O=C(CN1CCCCCCC1)N/N=C/c1ccc(F)c(F)c1,-0.7,-4,1,-9,18,2,-5.0,-7,-7
CCCOc1cccc(C(=O)Nc2cccc3ncccc23)c1,-1.5,0,6,14,12,-8,-0.8,-2,-14
O=[N+]([O-])c1ccc(Cl)c(/C=N/NC(=S)Nc2ccccc2)c1,-2.7,-1,-1,28,11,3,-3.7,-1,1
Cn1c(=O)c(C(=O)NCCc2ccc(Cl)cc2)c(O)c2ccccc21,-2.9,6,1,40,0,9,-2.9,-10,-12
O=C(Nc1nnc(COc2ccc(Cl)cc2)s1)C1CCCO1 (centres undefined),-4.0,-3,-10,18,37,0,-1.9,5,8
CC(C)NC(=O)C1CCN(C2CCN(C(=O)C3=CCCC3)CC2)CC1,-1.9,0,-2,27,4,-4,-3.4,3,-16
COC(=O)Nc1sc2c(c1C(=O)NCc1ccco1)CCCC2,-2.2,-1,1,1,/,21,-2.4,-5,-4
Cc1ccc(S(=O)(=O)N(C)CC(=O)N2CCN(Cc3ccc4c(c3)OCO4)CC2)cc1,-2.5,-4,-1,35,22,-6,-0.4,-23,3
O=S(Cc1ccc(Cl)cc1)CC(O)(c1ccccc1)c1ccccc1 (centres undefined),-1.2,7,3,25,-1,-8,-1.0,4,12
CC(C(=O)Nc1ccccc1)c1ccc(-c2ccccc2)c(F)c1 (centres undefined),0.1,4,4,-9,15,0,-0.2,-31,-10
O=C(Nc1ccnn1C1CCN(Cc2ccccc2F)CC1)C1CCCC1,-1.3,4,1,12,-1,-2,-1.5,4,4
O=C(N/N=C1\CCc2ccccc21)c1ccc(O)cc1,-0.7,-2,3,26,-23,2,-0.8,-8,-17

# A draw from above in order of number of heavy atoms, low to high.
SMILES,VIM-2 inhibitor,IDE inh,IDE act,PHOSPHO1 inh,NALP1 inh,PfM18AAP inh,IMP-1 inh,pCIP destab,GPR7 antagonist
Cc1ccc(NC(=S)N(C)C)cc1C,-1.0,10,/,16,-6,-3,-1.3,6,-7
CC(=O)c1cn(-c2ccc(Cl)cc2)c(=O)[nH]c1=O,-2.2,1,5,16,2,3,-1.9,10,-2
CN(C)c1ccnc(NCc2ccccc2)c1C#N,-1.4,3,3,23,3,-9,2.1,-11,-10
O=C(N/N=C1\CCc2ccccc21)c1ccc(O)cc1,-0.7,-2,3,26,-23,2,-0.8,-8,-17
O=C(CN1CCCCCCC1)N/N=C/c1ccc(F)c(F)c1,-0.7,-4,1,-9,18,2,-5.0,-7,-7
COC(=O)Nc1sc2c(c1C(=O)NCc1ccco1)CCCC2,-2.2,-1,1,1,/,21,-2.4,-5,-4
CC(C(=O)Nc1ccccc1)c1ccc(-c2ccccc2)c(F)c1 (centres undefined),0.1,4,4,-9,15,0,-0.2,-31,-10
CC(C)NC(=O)C1CCN(C2CCN(C(=O)C3=CCCC3)CC2)CC1,-1.9,0,-2,27,4,-4,-3.4,3,-16
O=C(c1ccccc1)N1N=C(c2ccccc2O)CC1c1ccccc1 (centres undefined),-3.6,-1,6,28,1,13,-3.9,-2,-31
O=C(Nc1ccnn1C1CCN(Cc2ccccc2F)CC1)C1CCCC1,-1.3,4,1,12,-1,-2,-1.5,4,4
CCOc1cc(/C=N\NC(=O)C2C(=O)NCC2c2ccccc2)ccc1OC (centres undefined),-2.5,4,1,6,17,9,-1.4,-22,1
Cc1ccc(S(=O)(=O)N(C)CC(=O)N2CCN(Cc3ccc4c(c3)OCO4)CC2)cc1,-2.5,-4,-1,35,22,-6,-0.4,-23,3
Cc1oc(-c2ccc(Cl)cc2)nc1CN1CCCC(C(=O)NCCCN2CCOCC2)C1 (centres undefined),4.2,3,1,21,16,-2,1.6,0,21

# Other results.
SMILES,VIM-2 inhibitor,IDE inh,IDE act,PHOSPHO1 inh,NALP1 inh,PfM18AAP inh,IMP-1 inh,pCIP destab,GPR7 antagonist
Cc1ccc(N2C(=O)N(CC(=O)N3CCCc4ccccc43)C(=O)C2C)cc1 (centres undefined),-2.7,2,0,16,-9,0,-2.4,6,-2
O=C(c1cccs1)N1CCCC(N2CCN(c3ccc(F)cc3)CC2)C1 (centres undefined),-0.6,-15,6,24,22,1,-2.0,0,-10
Cn1c(Cl)c(/C=N/OC(=O)C(C)(C)C)c2ccccc21,-1.5,-6,-2,29,6,2,-1.1,-4,-8
CCOc1ccc(NC(=O)Nc2nc3ccc(S(C)(=O)=O)cc3s2)cc1,-1.9,/,0,21,8,2,-2.4,0,-9
CCC(=O)n1nc(-c2ccco2)nc1SCc1ccccc1,-1.5,-2,4,2,11,11,-5.0,7,-6
NC(=O)CN1C(=O)C(=O)N(Cc2cccc(C(F)(F)F)c2)C1=O,-0.5,4,4,6,21,-6,-3.0,1,0
CC(NC(=O)NCCCn1ccnc1)(C(F)(F)F)C(F)(F)F,-2.5,-1,7,11,-9,5,-2.8,1,6
CC(C)(C)n1nnnc1CN1CCN(C2CCCC2)CC1,-3.8,0,11,-3,30,-2,-1.9,10,-4
Cc1ccc(C(=O)Nc2cc(=O)n(C)c(=O)n2C)cc1C,-1.6,-1,3,17,2,1,-5.0,-9,-16
Cn1c(C(=O)N2CCN(Cc3ccc4c(c3)OCO4)CC2)cc2c(=O)n(C)c3ccccc3c21,6.7,3,2,-7,-21,1,-3.1,4,-4
CN(Cc1nc(Cc2cccc(F)c2)no1)CC1COCCO1 (centres undefined),-2.1,2,0,-3,14,-4,-4.1,-8,-14
CNC(=O)/C(C#N)=C/c1cn(CC(=O)NCc2ccco2)c2ccccc12,0.4,0,2,15,7,-11,0.0,19,-12
COc1ccc(C2CC(c3ccccc3)=NN2C(=O)COC(=O)c2ccc(Cl)nc2)cc1 (centres undefined),-2.2,7,9,-7,26,0,-4.4,-12,-1
CCC1(CC)NC(=O)NC1=O,0.3,-2,3,0,2,-4,0.0,-2,-4
COC(=O)[C@H](C)NC(=O)Nc1ccc(OC)cc1OC,-1.6,6,6,-13,6,2,-2.1,0,14
CN1CCN(C(=O)CC23CC4CC(CC(C4)C2)C3)CC1,-0.8,2,3,-36,24,-3,-5.3,-2,-17
Cc1cccc(Cn2cnc3c(nnn3Cc3ccc(F)cc3)c2=O)c1,-5.1,3,-7,28,-4,-7,-2.8,-9,-2
COC(=O)c1cc(NC(=O)c2ccc([N+](=O)[O-])cc2)c(=O)oc1C,0.4,6,3,20,8,-14,0.1,-6,-10
CCOC(=O)c1[nH]c(C)c(C(=O)NC(C)CC)c1C (centres undefined),-1.4,5,3,5,24,5,-4.2,-8,-8
COc1ccc(S(=O)(=O)N2c3ccccc3OCC2c2ccccc2)cc1 (centres undefined),-1.7,2,3,14,34,2,-2.7,31,-10
CCOC(=O)Cn1cnc2c(nnn2Cc2ccc(Cl)cc2)c1=O,-1.4,-2,1,2,12,-7,-2.8,-13,-1
CC1(c2ccc3ccccc3c2)NC(=O)N(CC(=O)N2CCN(c3ccccc3O)CC2)C1=O (centres undefined),-1.5,2,5,28,8,21,-2.8,-6,-11
COc1cccc(/C=N/NC(=S)Nc2cccc(C(=O)O)c2)c1O,3.2,9,-17,25,10,38*,-3.6,-22,-15
CCOC(=O)c1c(C)[nH]c(C(=O)COC(=O)C(C)Oc2ccc(Cl)cc2Cl)c1C (centres undefined),-0.8,9,2,12,22,-6,-2.1,1,-11
CCc1cc(=O)oc2cc(OC(C)C(=O)NCC3CCC(C(=O)O)CC3)c(Cl)cc12 (centres undefined),-0.8,1,7,19,10,7,-2.1,-6,-13
Nc1ccc(/C=C/C(=O)c2ccco2)cc1,-1.0,15,-11,-11,29,-2,-3.1,-13,-3
CCN(CC)CCNC(=O)c1ccc(Cl)c(S(=O)(=O)Nc2ccccc2OC)c1,-0.6,-3,-1,24,4,-8,5.4*,7,11
O=C1CCCc2c1cc(C(=O)NCCCN1CCOCC1)c(=O)n2-c1ccc(Cl)cc1,-5.2,1,4,-14,15,3,-1.6,2,-10
O=S(=O)(c1ccc(NCc2ccc(F)cc2)nc1)N1CCCC1,-1.6,3,-1,6,2,-2,-1.4,-60,-3
Cc1nc(C)c(C(=O)N(c2ccccc2F)C(C(=O)NCC2CCCO2)c2ccccc2)s1 (centres undefined),-2.1,-7,-2,-4,0,-6,-2.1,-14,-8

# Screening data (PubChem)
